ERK EGF inh – blocks ERK signaling stimulated by EGF. Potency, µM (top dose mostly 11.5 µM), for inactives: at the top dose activity change, negative = inhibition, actives largely listed as inhibitors. 130,000 tested, 0.41% active. AID 1454. HEK293-V1b, EGF-stimulated phospho-ERK AlphaScreen; active = well fitted inhibition curve with a large enough effect; inconclusive = small, poorly fitted or top-dose-only effect, or effect the other way;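 also: plate controls were stimulated vehicle wells for no effect and unstimulated vehicle basal for full effect; nearly all actives have a fitted effect of over 55% in size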
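HEK293 cells stably expressing V1b receptor, serum-reduced (1% FBS) overnight, got compound for 30 min at 37C, then 25 nM EGF for 5 min. Lysate phospho-ERK read by AlphaScreen SureFire; AC50 from Hill fits.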
An asterisk follows results filed as active; ? = inconclusive; & = joins results of further samples; [ ] = remark or other dose. Potency is read from the fitted curve at half-maximal effect. The list is partial (hit frequency here may not be typical).

SMILES	ERK EGF inh
O=c1[nH]c(SCc2ccc(Cl)cc2)nc2ccsc12	10%
COc1cc(NC(=O)c2nccnc2N)cc(C(=O)Nc2cccc(C(F)(F)F)c2)c1	-3%[57.5 µM]
Cc1cc2cc(CNC(=O)c3cccs3)ccc2n1C	7%
COc1ccc(OC)c(NC(=O)CSc2nc3ccccc3c(=O)n2CCNC(C)=O)c1	3%
Cc1ccc(-c2nn(-c3ccccn3)c(=O)c3ccccc23)cc1C	0%[57.5 µM]
CC(=O)c1cccc(S(=O)(=O)N2CCN(c3ccccc3F)CC2)c1	0%
O=C(Nc1cccc2ccccc12)/C(=C/c1cccc([N+](=O)[O-])c1)NC(=O)c1cccs1	3%
C=CCC1CCCCC12NC(=O)N(c1ccccc1)N2 (configuration not stated)	-8%[57.5 µM]
COc1cccc(SCC2CSc3nc4ccccc4c(=O)n32)c1 (configuration not stated)	-8%
CC1(C)Cc2cccc(OCC(=O)N3CCN(c4ccccc4)CC3)c2O1	2%
CC1(C2CC2)NC(=O)N(CC(=O)Nc2ccccc2-c2ccccc2)C1=O (configuration not stated)	4%
Cc1ccc(NC(=O)c2oc3ccc(S(=O)(=O)N4CCOCC4)cc3c2C)c(C)c1	-1%[57.5 µM]
O=C(CSc1nc(-c2ccc(F)cc2)cc(C(F)(F)F)n1)NCc1ccco1	2%
CN1CCN(C(=O)C23CC4CC(C2)CC(c2ccccc2)(C4)C3)CC1	-7%[57.5 µM]
Cc1cccc2c1c1ccc3c(c1n2C)C(=O)C=CC3=O	?
CN(C)/C=N/c1sc2c(c1C#N)CCCC2	-2%
O=C(Cc1ccc(Cl)cc1)Nc1ccc(Br)cc1	11%
NC(=O)c1oc2ccccc2c1NC(=O)C1COc2ccccc2O1 (configuration not stated)	-11%
CC(=O)NC(CC(=O)NC12CC3CC(CC(C3)C1)C2)c1ccccc1 (configuration not stated)	5%
O=[N+]([O-])c1nn(-c2ccc3c(c2)OCCO3)n(O)c1=NCc1ccc(F)cc1Cl	6%
CC1CCCC(NC(=O)CCC(=O)c2ccc(F)cc2)C1C (configuration not stated)	29%[57.5 µM]
CC1(C)CC(=O)C(N=Nc2ccc(Br)cc2)=C(O)C1	-11%[57.5 µM]
NC(=O)COC(=O)[C@@H]1CC(O)CN1S(=O)(=O)c1ccc2c(c1)OCCO2 (some centres not stated)	8%[57.5 µM]
Cc1ccc2nc(-c3ccc(NC(=O)CSc4nccc(=O)[nH]4)cc3)sc2c1	-6%
CCCCC(CC(C)O)c1n[nH]c(=S)n1-c1ccccc1 (configuration not stated)	0%
CCNC(=O)/C(=C/c1cccc([N+](=O)[O-])c1)NC(=O)c1ccc(C)cc1	-7%
COC/C=C/C1=CC2=CC(=O)C(C)(O)C(=O)C2=CO1 (configuration not stated)	-10%
N#Cc1cccc(NC(=O)N2CC[C@@]3(CCCN(C(=O)c4cnccn4)C3)C2)c1	-16%
c1ccc(CNc2nnnn2-c2ccccc2)cc1	8%
O=C(N/N=C/C(Cl)=C/c1ccccc1)c1cnccn1	-1%
COc1ccc(-c2c([C@H]3[C@@H]4C=CCC[C@@]4(C)C(=O)N3Cc3ccccc3)ccc3ccccc23)cc1OC	-14%[57.5 µM]
CCn1ccc(-c2ccccc2)c(C#N)c1=O	?
Cc1cc2nc3c(=O)[nH]c(=O)[nH]c3nc2c([N+](=O)[O-])c1N	-3%
C=CCNS(=O)(=O)c1ccc2c(c1)n(C)c(=O)n2C	5%
O=C(c1ccc([N+](=O)[O-])cc1)N1CCCC1	4%[57.5 µM]
COc1ccc(OC)c(/C=N/c2c(-c3ccc(O)c(OC)c3)nc3ccccn23)c1	8%
COc1ccc(C2=CC3=C(Br)C(=O)C(C)(OC(=O)C4CCCC4)C(=O)C3=CO2)cc1 (configuration not stated)	-10%
O=C(c1cnccn1)N1CCC2(CC1)CCN(C(c1ccccc1)c1ccccc1)CC2	10%
CCOc1ccc(Br)cc1S(=O)(=O)Nc1ccc(C(=O)OCC(=O)Nc2ccc(C#N)cc2)cc1	-8%
CC(C)CCNC(=O)c1ccc(OC2CCN(S(=O)(=O)N(C)C)CC2)cc1	-6%
COc1cc(O)cc(OC)c1OC	13%
COc1cc(NC(=O)c2cnn3c(C(F)F)cc(C4CC4)nc23)c(OC)cc1Cl	4%
CC(=O)Nc1ccc2nc(CN3CCN(CC(C)C)C(CCO)C3)ccc2c1 (configuration not stated)	5%
NC(=O)C(CCC(=O)c1ccc(Br)cc1)S(=O)(=O)c1ccccc1 (configuration not stated)	4%
COc1ccc(C)cc1N(CC(=O)Nc1cccnc1)S(=O)(=O)c1ccc(C)cc1	6%
Nc1c2c(nc3sc4c(c13)CCCC4)CCCCCC2	6%
Cc1ccc(C2NC(=S)NC3=C2C(=O)CC(C)(C)C3)cc1 (configuration not stated)	-9%
Cc1ccc(CC(=O)Nc2ccncc2)cc1	8%
C=CCn1c(SCc2cc([N+](=O)[O-])cc3c2OCOC3)nc2cc(C(=O)O)ccc2c1=O	1%[57.5 µM]
O=c1c([N+](=O)[O-])c(N2CCOCC2)c2ccccc2n1Cc1ccccc1	3%
COC(=O)c1cc(C(=O)OCC(=O)NC2CCS(=O)(=O)C2)cc([N+](=O)[O-])c1 (configuration not stated)	4%
CN(C)CCOC(=O)CC12CC3CC(C1)CC(CC(=O)OCCN(C)C)(C3)C2	-12%
O=C(CSc1nc2c(cnn2-c2ccccc2)c(=O)[nH]1)NC1CCS(=O)(=O)C1 (configuration not stated)	-7%
CN(C(=S)Nc1cccnc1)c1ccc(O)cc1	20%
COC(=O)CSc1nc(-c2ccccc2)nc2ccccc12	3%
CCc1ccc(-c2cn3nc(C)c(C)nc3n2)cc1	4%[57.5 µM]
Cc1ccc2nc(N3CCN(c4ccccc4F)CC3)c(C=O)c(=O)n2c1	-13%
COc1ccc(CC(=O)Nc2cc(C)ccc2O)cc1OC	-28%[57.5 µM]
CC(Sc1nnnn1C)C(=O)NC1CCCc2ccccc21 (configuration not stated)	-11%
NCCn1c(-c2ccccc2)cc(C(=O)O)c1-c1ccccc1F	6%
(cont.)
SMILES	ERK EGF inh
CCOC(=O)c1c(C)oc2cc(Br)c(OC(C)C(=O)OCC)cc12 (configuration not stated)	0%[57.5 µM]
OC(c1ccccc1)(c1ccccc1)C1CCN(C(=S)NC2CCCC2)CC1	2%
COc1cccc(C(c2c(N)n(C)c(=O)n(C)c2=O)C(C)[N+](=O)[O-])c1 (configuration not stated)	?
CCOC(CNC(=O)Cc1c(C)nc2c(-c3ccccc3)c(C)nn2c1C)OCC	1%
Cc1cccc2c(=O)n3c(nc12)CCCCC3	-16%[57.5 µM]
CCc1ccc(-c2csc(NC(=O)c3cccnc3)n2)cc1	-6%
COc1ccc(-n2cc(-c3ccccc3)c3c(NN4CCOCC4)ncnc32)cc1	-7%
COc1ccccc1/C=N/NC(=O)CC(=O)NC1CCCCC1	-1%[57.5 µM]
Cc1ccc(OCCN2C(=O)C(=O)c3cc(C)ccc32)cc1	9%
O=C(c1cc2c(=O)n3ccccc3nc2s1)N1CCc2ccccc2C1	-2%
O=C(N/N=C/c1ccc2c(c1)OCO2)C(=O)Nc1ccc2ccccc2c1	-4%
Cc1cccc(NC(=O)COC(=O)c2ccc([N+](=O)[O-])o2)c1C	-8%
CC12CCC3c4ccc(O)cc4CCC3C1CCC2=O (configuration not stated)	-5%
O=C(Nc1ccc(Br)cc1Cl)N1CCOCC1	5%
CC1=C(C)CC(C(=O)N2CCN(C/C=C/c3ccccc3)CC2)C(C(=O)O)C1 (configuration not stated)	-4%
CCOC(=O)C1CCCCN1Cc1ccc(OC)c(OC)c1 (configuration not stated)	10%[57.5 µM]
CCc1ccc(NC(=O)CSCc2nc(N)nc(Nc3ccccc3CC)n2)cc1	-2%
CCn1c(CSCc2ccc(Cl)cc2)nnc1SCC(=O)Nc1cccc(C(=O)O)c1	-11%
COC(Cn1cc(C)c(=O)[nH]c1=O)OC	-3%
COc1ccccc1NC(=S)NC(=O)C1CC1	6%
O=C(c1ccoc1)N1CCC2(CC1)Oc1ccc(F)cc1C(=O)C21CC(c2ccccc2)=NO1 (configuration not stated)	-5%[57.5 µM]
CCCN1Cc2cccc(C(=O)Nc3ccc(-c4nc5ccccc5[nH]4)cc3)c2C1=O	-1%
CCOc1ccc(-n2c(SCC(=O)N3CCc4ccccc43)nnc2-c2c[nH]c3ccccc23)cc1	-7%
COc1ccccc1NC(=S)N1CCN(C/C=C/c2ccccc2)CC1	-2%
COC(=O)Nc1cc([N+](=O)[O-])ccc1OC	1%
CCc1ccc(-c2cc(C(=O)NN3CCN(C)CC3)c3ccccc3n2)cc1	9%
CCCn1c(C)nc2c(NCCCCN(C)C)nc(C)nc21	-1%
O=C(O)CCC(=O)N1N=C(c2c(-c3ccccc3)c3cc(Cl)ccc3[nH]c2=O)CC1c1ccco1 (configuration not stated)	3%
O=C(NCc1n[nH]c(=S)n1-c1ccc(Br)cc1)c1ccc(S(=O)(=O)N2CCOCC2)cc1	0%[57.5 µM]
CCc1ccc(S(=O)(=O)c2nnn3c2nc(NCCNC(C)=O)c2ccccc23)cc1	-15%
O=C(Nc1ncccn1)c1ccc([N+](=O)[O-])cc1	17%
O=C(NCCOc1ccccc1Cl)c1ncn[nH]1	-4%
CCNC(=S)Nc1ccc(NC(=O)c2ccccc2O)cc1	-1%[57.5 µM]
CN(C)/C=N/S(=O)(=O)c1ccc(Cl)c(Cl)c1	-10%[57.5 µM]
CCN(CC)CCNC(=O)C1CCCCN1S(=O)(=O)c1cccc([N+](=O)[O-])c1 (configuration not stated)	-4%
C/C(=N\NC(=O)c1ccc([N+](=O)[O-])c(C)c1)c1ccccc1Cl	1%
Cc1cccc(N=C2NC(=O)/C(=C/C=C/c3ccco3)S2)c1C	2%
COC(=O)c1ccc(Oc2c(F)c(F)nc(N3CCOCC3)c2F)cc1	-6%
FC(F)(F)c1n[nH]c(=S)n1/N=C/c1ccco1	-2%
CN1CCN(C(=O)CNc2ccc(C(F)(F)F)cc2[N+](=O)[O-])CC1	-1%[57.5 µM]
O=C1c2ccc(Br)cc2C(=O)N1c1ccc(Cc2ccncc2)cc1	6%
CO/N=C/CC(=O)c1ccc(OC)cc1	30%
CN1CCN(C2=Cc3ccccc3Sc3cc(F)ccc32)CC1	5%
CC(C)=NNc1nc2c(c(=O)n(C)c(=O)n2C)n1CCc1ccccc1	-7%
COc1ccc(-c2csc(N(CC3CCCO3)C(=O)c3ccccc3)n2)cc1 (configuration not stated)	-2%
O=C(CCC(=O)N1CCN(c2ccccn2)CC1)Nc1nnc(C(F)(F)F)s1	1%[57.5 µM]
C/C(CC(=O)N(C(C)C)C(C)C)=N\NC(=O)COc1ccc(Cl)cc1Cl	1%
CCCN(CC(=O)Nc1ccc(C(C)=O)cc1)CC(=O)Nc1ccccc1C	-5%
CC(=O)c1ccc(NC(=S)NCc2ccc(Cl)cc2Cl)cc1	0%
COc1ccc(C(Nc2ccc(S(=O)(=O)NCC3CCCO3)cc2)C(=O)NC(C)(C)C)cc1OC (configuration not stated)	3%
COc1cc(/C=C(/NC(=O)c2ccc(Cl)cc2Cl)C(=O)O)cc(OC)c1OC	-4%
CN(C)C(=O)CSc1nnc(Cc2ccccc2)n1Cc1ccco1	-22%
CCCNC(=O)c1ccccc1NC(=O)CN(c1ccccc1)S(=O)(=O)N(C)C	-7%[57.5 µM]
COc1cc([N+](=O)[O-])c(OC)cc1SCc1n[nH]c(=S)n1-c1ccc(C)cc1	10%[57.5 µM]
C=C(C)CNC(=O)CCc1nnc(C2(c3ccc(Cl)cc3)CCC2)o1	0%
Cn1nnnc1SCC(=O)Nc1ccc2c(c1)OCO2	-2%
CC(=O)OCCCNc1cc(Sc2ccc(C)cc2)c2nonc2c1[N+](=O)[O-]	-4%
O=C(O)c1cc(-c2ccc(N3CCOCC3)cc2)nn1-c1ccc(F)cc1	-15%
Cn1c(N)c(C(=O)COC(=O)C2CCCN2C(=O)c2cccs2)c(=O)n(C)c1=O (configuration not stated)	-3%
CN1[C@@H]2CC[C@H]1CC(OC(=O)[C@@H](CO)c1ccccc1)C2 (some centres not stated)	2%&-10%[25.7 µM]
Cn1c(SCC(=O)c2ccc3c(c2)OCCO3)nnc1C(F)(F)F	-7%[57.5 µM]
CCOC(=O)c1cnc2ccc(C(=O)OC)cc2c1Nc1ccc(C(=O)O)cc1	13%
CCC(NC(=O)NCc1ccccc1)(C(F)(F)F)C(F)(F)F	-2%

Screening data as filed in PubChem.
